Bcl-XL Bim block: inhibitors of Bim-Bcl-XL binding, primary screen, biochemical, multiplexed, bead flow cytometry, human Bcl-XL | inhibition, % at 10 µM | Bcl-2-like protein 1 (Homo sapiens), Q07817 | hit rate 0.04% among 190,000 | Bim peptide-Bcl-XL binding, fluorescence
Rac1 mut GTP: GTP binding modulators of activated mutant Rac1, primary screen, biochemical, bead-based flow cytometry, multiplex, fluorescent GTP. GST-Rac1 activated beads; actives lie on both sides; 100% means binding = to untreated wells. percent activity (GTP binding), % at 10 µM. hit rate 0.11% among 190,000. AID 764, 2007;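 active = GTP binding at least 20 percentage points away from the 100% baseline, in either direction, so actives lie on both sides; inconclusive = Compound likely fluorescent itself, or too few beads counted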
Cdc42 wt GTP: modulators of GTP binding to wildtype Cdc42, primary screen, biochemical, multiplex bead flow cytometry, Bodipy-GTP; Cell division control protein 42 homolog (Homo sapiens), P60953; GST-Cdc42 beads; actives lie on both sides; percent activity (GTP binding), % at 10 µM; hit rate 0.2% among 190,000; AID 761, 2007;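 active = percent activity GTP binding at least 20 points away from the 100% baseline, either down as inhibitor or up as activator; inconclusive = compound flagged as likely green fluorescent from well-wide comparison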;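 note: median bead fluorescence of bound Bodipy-FL-GTP at 100 nM; 0% = excess unlabeled GTP control and 100% = no compound control; below 100% means less GTP binding so inhibitor and above means activator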
Target sequence (P60953 whole entry, looked up): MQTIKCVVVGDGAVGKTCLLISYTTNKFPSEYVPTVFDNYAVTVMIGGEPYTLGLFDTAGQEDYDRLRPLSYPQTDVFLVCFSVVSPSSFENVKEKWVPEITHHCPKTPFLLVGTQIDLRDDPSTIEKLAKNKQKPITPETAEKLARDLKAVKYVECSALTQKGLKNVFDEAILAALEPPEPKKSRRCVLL
Rab2A wt mod: modulators of GTP binding to Rab2A wildtype, primary screen, biochemical, dog, bead-based flow cytometry, multiplex; Ras-related protein Rab-2A (Canis lupus familiaris), P61105; GST-Rab2 wt beads, Bodipy-GTP binding; GTP binding activity, % at 10 µM; hit rate 0.19% among 190,000; AID 760, 2007;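 active = GTP binding activity at least 20 points away from 100%, either lowered or raised; inconclusive = signal likely due to the compound's own green fluorescence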;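 note: 0% = beads with excess unlabeled GTP and 100% = no-compound control corrected for plate trend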
Bcl-B Bim block: inhibitors of Bim-Bcl-B binding, primary screen, biochemical, multiplexed, human Bcl-2 family; bead-based flow cytometry, Bim peptide-Bcl-B binding; inhibition, % at 10 µM; hit rate 0.073% among 190,000;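 note: 0% = tracer peptide without compound and 100% = reference inhibitor peptide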
Target sequence (Q9HD36 whole entry, looked up): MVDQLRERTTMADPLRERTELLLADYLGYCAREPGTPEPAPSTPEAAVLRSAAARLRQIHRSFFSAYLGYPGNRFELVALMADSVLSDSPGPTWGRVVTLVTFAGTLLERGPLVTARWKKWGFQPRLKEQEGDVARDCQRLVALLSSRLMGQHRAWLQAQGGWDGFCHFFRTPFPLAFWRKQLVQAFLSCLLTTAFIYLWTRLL
HRas wt GTP: modulators of GTP binding to HRas wildtype, primary screen, biochemical, bead-based flow cytometry, multiplex | GTP binding activity, % at 10 µM | AID 759, 2007 | hit rate 0.14% among 190,000 | GST-Ras wt beads, Bodipy-FL-GTP binding; actives lie on both sides;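 active = GTP binding activity at least 20% away from the 100% baseline, either lowered as inhibitor or raised as activator; inconclusive = flagged as likely green fluorescent, judged across all proteins in the well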;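 note: 0% = unlabeled GTP competition control and 100% = no-compound control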
Target sequence (P01112 whole entry, looked up): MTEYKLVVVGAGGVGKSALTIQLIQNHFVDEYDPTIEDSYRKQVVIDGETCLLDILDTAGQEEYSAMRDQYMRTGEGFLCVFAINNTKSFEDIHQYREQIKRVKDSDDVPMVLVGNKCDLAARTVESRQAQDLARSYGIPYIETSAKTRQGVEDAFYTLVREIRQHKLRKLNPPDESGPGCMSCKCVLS
Bcl-W Bim block: inhibitors of Bim binding to Bcl-W, primary screen, biochemical, multiplexed, bead-based flow cytometry; Bcl-2-like protein 2 (Homo sapiens), Q92843; hit rate 0.02% among 190,000; AID 952, 2007; inhibition, % at 10 µM; Bim peptide-Bcl-W binding;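 note: 0% = bound tracer without compound and 100% = peptide blocker; higher means less fluorescent Bim peptide bound to Bcl-W beads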
Target sequence (Q92843 whole entry, looked up): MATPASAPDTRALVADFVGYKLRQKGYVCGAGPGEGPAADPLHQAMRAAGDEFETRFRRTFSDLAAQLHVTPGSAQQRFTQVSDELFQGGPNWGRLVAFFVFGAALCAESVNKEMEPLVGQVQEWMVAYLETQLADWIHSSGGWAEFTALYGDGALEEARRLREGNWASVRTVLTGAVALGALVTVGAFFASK
Rac1 wt GTP bind: wildtype Rac1 GTP binding modulators, primary screen, biochemical, GST-Rac1 beads, flow cytometry, multiplex; fluorescent GTP binding; actives lie on both sides; 0 = cold GTP competed, 100 = untreated; GTP binding activity (% of control), % at 10 µM; hit rate 0.27% among 190,000; AID 757, 2007;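 active = GTP binding activity at least 20 points away from the 100% control level, either lower or higher; inconclusive = compound flagged as likely green fluorescent, judged across all proteins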
Rab7 wt modul: modulators of GTP binding to Rab7, primary screen, biochemical, wildtype, multiplex bead flow cytometry; Rab7 GTPase wild type (dog), Bodipy-FL-GTP binding; hit rate 0.055% among 190,000; GTP binding activity (percent of control), % at 10 µM; GST-Rab7 beads, fluorescent GTP binding; actives lie on both sides; untreated = 100%, excess cold GTP = 0%; AID 758, 2007;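 active = fluorescent GTP binding to Rab7 beads changed by at least 20 points from the 100% baseline, either direction, mostly lower; inconclusive = compound itself probably fluorescent, or too few beads counted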;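 note: median green fluorescence of bound Bodipy-FL-GTP per Rab7 bead population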
Bfl-1 Bim block: inhibitors of Bim binding to Bfl-1, primary screen, biochemical, multiplexed, bead-based flow cytometry; Bim-Bfl-1 binding inhibition; Bcl-2-related protein A1 (Homo sapiens), Q16548; inhibition, % at 10 µM; hit rate 0.12% among 190,000;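 note: 0% = wells without compound plus tracer and 100% = blocker peptide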
Bcl-2 Bim block: inhibitors of Bim-Bcl-2 binding, primary screen, biochemical, multiplexed, human Bcl-2 family; Apoptosis regulator Bcl-2 (Homo sapiens), P10415; Bead-based flow cytometry, Bim peptide-Bcl-2 binding; inhibition, % at 10 µM; hit rate 0.06% among 190,000; in the data active = inhibition above about 40%; inconclusive = no clear call, values can overlap the other calls;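 note: 0% = no compound wells with probe peptide and 100% = reference peptide inhibitor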
Target sequence (P10415 whole entry, looked up): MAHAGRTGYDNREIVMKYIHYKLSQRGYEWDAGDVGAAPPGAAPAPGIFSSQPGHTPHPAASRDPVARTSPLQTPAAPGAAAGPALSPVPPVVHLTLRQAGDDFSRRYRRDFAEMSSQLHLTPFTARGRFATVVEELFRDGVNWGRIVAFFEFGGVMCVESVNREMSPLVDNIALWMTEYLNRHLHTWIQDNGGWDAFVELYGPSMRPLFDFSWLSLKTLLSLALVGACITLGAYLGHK
Active calls of the source: *; ? = inconclusive; . = not tested or not shown. Cut-off read from the data, not from the text of the source, unless noted: active = inhibition above about 40%.

SMILES	Bcl-XL Bim block	Rac1 mut GTP	Cdc42 wt GTP	Rab2A wt mod	Bcl-B Bim block	HRas wt GTP	Bcl-W Bim block	Rac1 wt GTP bind	Rab7 wt modul	Bfl-1 Bim block	Bcl-2 Bim block
O=c1cc(N2CCCC2)c2ccccc2o1	0	100	104	101	-4	101	-1	104	100	-4	-3
CCc1cc(C(N)=O)c(NC(=O)c2ccc(OC)cc2)s1	2	93	91	88	0	88	1	81	96	1	-1
Cn1cc(C(=O)Nc2cccc(F)c2)cn1	-2	98	101	98	-8	100	1	100	98	-10	-4
O=C(CSCc1ccc(Cl)cc1)Nc1ccc2c(c1)OCCO2	-5	97	98	96	0	98	-2	95	95	-2	1
CC(=O)N1CCN(Cc2nc3cc(NC(=O)C4CCCCC4)ccc3n2C)CC1	-4	99	101	101	-6	102	2	108	102	-8	-7
CC1=C(C#N)C(Nc2cccc(C)n2)(C(F)(F)F)C(=O)N1 (stereo not given)	-8	98	101	102	-7	100	-1	105	102	-16	-14
Nc1nc(NCc2c(F)cccc2Cl)nn1-c1ccccc1	0	99	97	99	-4	98	0	98	95	4	3
O=C(C1CCN(Cc2cn[nH]c2-c2ccc(F)cc2F)CC1)N1CCOCC1	4	98	99	99	-7	100	-2	101	100	-4	-4
CCOC(=O)c1[nH]ncc1CN1CCN(Cc2ccccc2)C(CCO)C1 (stereo not given)	-7	96	100	99	-7	97	-7	99	104	-9	-8
C=CCC(C)(NCc1ccccc1)c1ccccc1 (stereo not given)	-3	95	97	96	-11	98	0	93	95	-18	-14
CCOc1ccc(-n2c(N)c(C(=O)N3CCN(C)CC3)sc2=S)cc1	3	96	95	97	2	95	6	96	88	2	1
CCCS(=O)(=O)c1snnc1C	-12	102	103	103	-12	103	-1	105	99	-20	-11
Cn1c(=O)c2c(ncn2CC(=O)OCC(=O)NCc2ccc(Cl)cc2)n(C)c1=O	-6	102	103	100	-3	99	-5	106	100	-4	-4
Cc1c(-c2nc(N)nc(Nc3ccccc3)n2)oc2ccccc12	-1	100	101	103	-3	101	0	101	97	-1	-6
CC(C)(C)NC(=O)C1CCN(S(=O)(=O)c2ccc(Br)cc2)CC1	-13	92	93	92	-14	94	-5	88	93	-19	-15
CCC(C)(C(=O)NC1CCCCC1)N(CC1CCCO1)C(=O)Cc1cccs1 (stereo not given)	-6	96	95	98	-3	96	-4	98	100	-6	-6
NNC(=O)CSc1c(-c2cccs2)[nH]c2ccccc12	-2	96	96	94	-3	95	0	101	97	5	2
O=c1cc(C(F)(F)F)[nH]c(=O)n1C1CCCCC1	0	94	96	95	0	99	0	93	97	-1	3
CCN(C(=O)COC(=O)c1cc(-c2ccc3cc(OC)ccc3c2)nc2ccccc12)C1CCS(=O)(=O)C1 (stereo not given)	-2	97	99	98	-14	99	0	100	97	1	0
c1ccc(CCn2nnnc2C(c2cccnc2)N2CCN(c3ccccc3)CC2)cc1 (stereo not given)	-2	98	101	104	0	102	0	102	106	-2	2
c1ccc(SCCOCCN2CCc3ccccc3C2)cc1	0	97	98	98	-1	97	0	101	94	0	-1
CCCn1ncc(CN2CCC(CO)(CC3CCCCO3)CC2)c1C (stereo not given)	-3	98	97	97	-2	95	2	98	96	-3	0
CCc1nc(SCC(=O)NCCc2ccccc2)c2oc3ccccc3c2n1	-2	100	102	99	-5	102	-5	101	98	-2	-3
COc1cc(C(=O)Nc2ccc3c(c2)CCN3C(C)=O)cc(OC)c1OC	-15	?	?	?	-38	?	-14	?	?	-22	-36
CC(C)(C)NCc1ccccc1OCc1cccs1	0	100	102	99	-7	99	2	101	99	-13	-5
CS(=O)(=O)N(CCC#N)Cc1ccc(C=O)o1	-1	97	94	99	-1	94	0	101	102	-6	-4
O=C(O)c1ccccc1C(=O)OCCCCOC(=O)c1ccccc1C(=O)O	-6	102	101	101	-10	101	-5	105	102	-19	-13
O=C(Cn1cnc2c(nnn2-c2ccccc2)c1=O)NCc1ccc(F)cc1	-6	100	98	103	-5	101	-2	107	104	-2	0
COc1ccc(CN2C(=O)c3ccccc3C2C(=O)NC2CCCC2)c(OC)c1 (stereo not given)	-2	99	106	104	0	104	-2	102	101	0	-1
Cc1nc2ccc(F)cc2cc1C(=O)Nc1cccc(Cl)c1C	-18	100	101	96	-16	98	-17	104	96	-8	-10
Cn1cccc1C(=O)C(=O)Nc1ccc(Cl)cc1	-16	93	92	94	0	93	0	94	92	-2	-3
Cc1[nH]nc2c1C(c1ccsc1C)C(C#N)=C(N)O2 (stereo not given)	0	98	99	96	-4	98	-3	100	96	-12	-7
CN(C)Cc1nc2ccccc2c(=O)n1Cc1nc(-c2cc3ccccc3o2)cs1	0	99	100	97	0	100	1	103	95	1	1
COC(=O)CSc1nc2ccc(C)cc2cc1C#N	-3	93	95	97	-9	98	0	102	107	-4	-3
O=C(CSc1ccccn1)c1ccc(F)cc1	1	104	103	102	-6	103	4	105	102	-3	-3
CC1=CC(C)(C)N(C(=O)c2ccccc2)c2ccccc21	-2	93	95	94	-8	94	3	93	95	-4	-12
CCc1ccc(OCc2nc(-c3ccccn3)no2)c(Br)c1	-3	96	99	100	0	101	-4	98	101	0	0
CC(=O)N(/N=C1\Sc2ccccc2C1=O)c1ccc(C)cc1C	-2	100	104	97	0	101	1	103	99	0	-3
COC(=O)Cc1ccc(NC(=S)NCc2ccc(OC)cc2)cc1	-2	94	91	96	-2	93	4	94	96	0	0
NCCOc1ccccc1OCCN	-5	96	97	99	-6	98	-2	99	105	-6	-1
COc1cc(CN2CCCC(C(=O)c3ccccc3SC)C2)cc(OC)c1 (stereo not given)	-4	96	96	97	-3	99	-6	103	99	-4	0
COc1ccc(C(=O)Nc2ccccc2C(=O)N/N=C/c2ccccc2OC)cc1	-2	100	106	102	1	103	0	102	102	1	0
CCc1nnc(NC(=O)CSc2nc(C)cc(C)c2C#N)s1	-2	94	96	95	-1	95	-4	95	94	4	1
Cc1c(N2C(=O)/C(=C3/C(=O)N(C)c4ccccc43)SC2=S)c(=O)n(-c2ccccc2)n1C	-9	96	98	101	-12	101	-6	103	107	-20	-9
Cc1cccc(S(=O)(=O)Nc2cccc3c2C(=O)c2ccccc2-3)c1	-1	99	104	104	-11	103	5	103	102	-8	-6
Cn1c(=O)c2c(ncn2CC(=O)Nc2ccc(N3CCOCC3)cc2)n(C)c1=O	-4	97	99	98	1	98	-1	100	101	-1	1
O=C(CCS(=O)(=O)c1ccccc1)Nc1nc(-c2cccs2)cs1	-5	102	108	104	-4	104	0	113	100	2	0
CC(Oc1ccc(-c2ccccc2)c(F)c1)c1ccn(S(=O)(=O)c2ccc(Br)cc2)n1 (stereo not given)	0	99	106	101	-1	101	0	100	93	-4	-3
CC(C)(C)OC(=O)N1CCC[C@H]1c1nnc(SCc2ccccc2F)o1	1	100	100	104	-1	102	6	102	100	-1	-3
COc1ccc(OCCSc2nnc(-c3ccc(OC)cc3)n2N)cc1	-1	95	98	96	-7	96	0	100	95	-6	-7
C=CCn1c(SCn2nnc3ccccc3c2=O)nc2scc(-c3cccs3)c2c1=O	0	96	95	95	1	96	2	93	97	0	5
CN1CCN(CCOc2cccc(Cl)c2)CC1	-1	97	98	99	-3	100	0	96	94	3	0
Cn1ncc(Cl)c1C(=O)Nc1ccncc1	.	97	97	98	.	99	.	102	103	.	?
CCCCC1S/C(=N/N=C/c2ccc(OC)cc2)N(Cc2ccc(OC)cc2)C1=O (stereo not given)	2	96	96	94	-1	98	0	95	97	-2	-4
CCN(c1ccccc1)S(=O)(=O)c1cc(NC(=O)COC(=O)C2CC2)ccc1Cl	-2	97	91	95	-5	97	-2	97	92	-7	-5
CCCCc1c(C)nc2ccccc2c1SCCC(=O)O	-4	89	89	90	-2	93	-3	90	99	0	0
c1ccc(CCNC2=NCCCS2)cc1	.	98	99	99	.	98	.	103	99	.	.
COc1ccc(C2CC(c3ccccc3)=NN2C(=O)COC(=O)c2cc(S(=O)(=O)N3CCOCC3)ccc2Cl)cc1 (stereo not given)	-1	104	104	106	-5	104	-2	106	99	0	0
CC(=O)CCc1c(C)[nH]c2ccccc2c1=O	-2	96	98	97	-1	97	0	100	96	0	-2
COCCn1c(=NC(=O)/C=C/c2cccs2)sc2cc(NC(C)=O)ccc21	-9	100	102	97	-9	101	-7	103	102	-9	-6

Next section:
SMILES	Bcl-XL Bim block	Rac1 mut GTP	Cdc42 wt GTP	Rab2A wt mod	Bcl-B Bim block	HRas wt GTP	Bcl-W Bim block	Rac1 wt GTP bind	Rab7 wt modul	Bfl-1 Bim block	Bcl-2 Bim block
COc1ccc(NC(=O)CCN2CCN(S(=O)(=O)c3cc(Cl)ccc3Cl)CC2)cc1	-9	99	101	100	-6	100	-4	104	100	-7	-7
CN(CCc1ccccn1)C(=S)Nc1ccc(Cl)cc1Cl	-2	98	100	101	-7	100	-1	102	99	-3	-4
COc1ccc(N2CCN(C(CNC(=O)C(=O)NCCCn3ccnc3)c3cccnc3)CC2)cc1 (stereo not given)	-1	96	98	96	-2	99	0	99	103	-5	-4
CCCOc1c(Cl)cc(/C=N/O)cc1OCC	-5	98	101	104	-11	103	-1	103	102	-15	-8
COc1ccc(N2CCN(Cc3nc4c(c(=O)[nH]c(=O)n4C)n3CCCc3ccccc3)CC2)cc1	-4	100	104	104	-2	103	-1	101	104	1	0
CCS(=O)(=O)N1CCC(C(=O)NCCCN2CCCC2)CC1	1	101	104	102	-3	103	0	103	102	0	-3
CC1=CC(C)(C)N2C(=O)C3(C(C#N)=C(N)Oc4cc(C)oc(=O)c43)c3cccc1c32 (stereo not given)	-4	100	103	103	-10	102	0	105	101	-13	-8
CCOc1ccc(/C=N/NC(=O)CSc2n[nH]c(=O)[nH]c2=O)cc1OC	2	91	91	91	1	93	2	82	99	-11	-2
CN(C)/C=C(/C(=O)c1ccccc1)S(=O)(=O)c1ccc(Cl)cc1	-2	97	98	99	-3	99	0	100	103	-4	-4

Screens from PubChem BioAssay.
